High-throughput results (PubChem)
hcGAS lum = Primary biochemical luminescence assay for human cyclic GMP-AMP synthase inhibitors; Q8N884; recombinant h-cGAS, ATP depletion, Kinase-Glo luminescence; inhibition, % at 12.5 µM; hit rate 0.081% among 290,000; AID 1259398, 2018;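 note: 0% = vehicle reaction and 100% = reaction without DNA for no activity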
Target sequence (Q8N884 whole entry, looked up): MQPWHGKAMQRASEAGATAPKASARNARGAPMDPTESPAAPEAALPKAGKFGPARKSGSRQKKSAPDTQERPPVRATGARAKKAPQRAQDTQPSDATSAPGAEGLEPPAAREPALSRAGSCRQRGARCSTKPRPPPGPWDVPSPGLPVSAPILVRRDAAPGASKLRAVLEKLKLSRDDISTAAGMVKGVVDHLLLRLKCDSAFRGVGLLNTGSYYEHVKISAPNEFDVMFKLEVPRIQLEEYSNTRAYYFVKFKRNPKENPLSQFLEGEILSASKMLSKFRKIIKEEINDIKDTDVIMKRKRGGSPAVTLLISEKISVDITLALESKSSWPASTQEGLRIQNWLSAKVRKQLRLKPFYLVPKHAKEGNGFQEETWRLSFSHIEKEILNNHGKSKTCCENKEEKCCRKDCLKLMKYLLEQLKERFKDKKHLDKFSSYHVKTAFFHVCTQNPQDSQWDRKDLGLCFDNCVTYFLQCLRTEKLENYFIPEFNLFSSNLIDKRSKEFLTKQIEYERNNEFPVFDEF
mcGAS inh = cyclic GMP-AMP synthase inhibitors, mouse, primary biochemical chemiluminescence; Q8C6L5; recombinant cGAS, Kinase-Glo ATP depletion luminescence; inhibition, % at 12.5 µM; hit rate 0.15% among 160,000;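 note: 0% = negative control wells and 100% = reference inhibitor with no enzyme activity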
NPYLR7 ag = agonists of mosquito NPYLR7 receptor, primary screen, cell-based, Aedes aegypti, calcium fluorescence, mosquito biting behavior. hit rate 0.15% among 270,000. Aedes aegypti neuropeptide Y-like receptor 7 (NPYLR7). activation, % at 10 µM. HEK293T NPYLR7/Galpha15, GCaMP6s calcium fluorescence; in the data active = activation above about 40%;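 note: 0% = vehicle and 100% = reference agonist at the receptor; some compounds past the cut are filed as inactive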
The depositor's hits bear a star; / = no result given; & = joins results of further samples. Cut-off read from the data, not from the text of the source, unless noted: active = inhibition above about 40%; inactive = the rest.

SMILES	hcGAS lum	mcGAS inh	NPYLR7 ag
O=C(C(=O)N(Cc1ccccc1)CC1CCC1)c1ccccc1	-6	-18	9
Cc1noc(C)c1CNC(=O)Cc1ccc(-n2cnnn2)cc1	-6	-16	4
Cc1ccc(-c2cc(O)c3c(c2)CN(C(=O)C2CNCCO2)CCO3)s1 (stereo not given)	-3	/	0
COc1cccc(NC(=S)NNC(=O)CCn2cc([N+](=O)[O-])cn2)c1	-2	/	-1
CCCCN(Cc1cccn1Cc1ccc(Br)cc1)C(=O)CN(CCCOCC)C(=O)Nc1c(C)cccc1C	-1	0	-6
CC(C)n1c(SCc2nc3c(F)cccc3[nH]2)nnc1N(C)C	-3	/	6
CCCC(C)C(=O)Nc1nc2c(C)cccc2s1 (stereo not given)	-3	-5	1
Cc1ccc(C)c(CN(Cc2nc(C(=O)NCCN3CCOCC3)co2)C(C)c2ccccc2)c1 (stereo not given)	-1	-3	12
O=C(NCc1nc(Cc2cccs2)no1)[C@@H]1CCCCN1	-6	/	-4
CCCc1sc(C(=O)Nc2nccs2)cc1CC	-13	/	6
Cc1cccc(=O)n1CCCNC(=O)c1ccccc1C1CCNC1 (stereo not given)	-3	/	-2
CC1(C(=O)NS(=O)(=O)c2cccc(Cl)c2)CCN1C(=O)Cc1ccc(-c2ccccc2)cc1 (stereo not given)	-6	/	1
Cc1cc(C)n(CCCC(=O)N2CCO[C@@H]3CCCC[C@H]32)n1	-3	-17	24
CC1(C)C(C=C(Cl)Cl)C1C(=O)NC1CCCCC1 (stereo not given)	-2	-4	/
Cc1cccnc1N1CCN(C(=O)Cc2c(C)[nH][nH]c2=O)CC1	-6	/	8
COc1cccc(CC(=O)N2CCc3ccc(NC(=O)c4ccccc4Cl)cc3C2)c1	-7	/	3
C=CCNC(=O)c1cc2sc(C)cc2n1Cc1ccccc1F	-22	/	4
Cc1ccc(-c2csc3nc(-c4ccc(C)n(C)c4=O)[nH]c(=O)c23)s1	-8	/	6
Cc1ccc(CN(CCc2ccccc2)C(=O)CN(CC2CCCO2)C(=O)CCc2ccccc2)o1 (stereo not given)	-7	-5	15
CCC(C)c1ccc(-n2c(-c3cnc4ccccc4c3)nc3ccccc3c2=O)cc1 (stereo not given)	-4	-5	3
CN(C)C(=O)c1cc(C(=O)c2ccccc2O)c[nH]1	-5	/	-3
CC(C)SC(NC(=O)OCc1ccccc1)C(=O)N1CCC(Cc2ccccc2)CC1 (stereo not given)	-1	-1	-10
Cc1nc(-c2ccccc2)nc(N2CCN(C(=O)c3ccc(Cl)cc3)CC2)c1Cc1ccc([N+](=O)[O-])cc1	-10	-8	/
CCC(C)N(CC(=O)N(Cc1cccn1Cc1ccccc1)C1CCCCC1)C(=O)C(C)C (stereo not given)	9	-3	-6
CCCC(=O)N=c1sc2c(C)ccc(OC)c2n1CC	3	-3	2
The listing continues:
SMILES	hcGAS lum	mcGAS inh	NPYLR7 ag
CC(NC(=O)c1ccc(=O)n(CCOc2ccccc2)n1)c1ccccc1F (stereo not given)	-7	-15	8
N#CCN(C1CC1)S(=O)(=O)c1ccc(C2CCCCC2)cc1	4	3	0
CCOc1ccccc1-c1cc(C)nc(N)n1	-6	-19	5
COCCCNC(=O)c1cc(N2CCN(c3cccc(C(F)(F)F)c3)CC2)nc2ccccc12	-5	-6	3
C=CCOC(CN1CCN(S(=O)(=O)C[C@@]23CC[C@@H](CC2=O)C3(C)C)CC1)c1cccc(OC)c1 (stereo not given in full)	-4	-7	/
CCC(C)NC(=O)c1cc2c(=O)n3ccccc3nc2n1C (stereo not given)	-5	-5	3
Cc1ccc(CN(CCc2ccccc2)C(=O)CN(CCN2CCOCC2)C(=O)c2ccc(Cl)cc2Cl)o1	1	-3	11
CC(C)CCN(Cc1c(-c2ccccc2F)noc1N1CCOCC1)CC(O)CN1CCOCC1 (stereo not given)	-6	-5	6
CCOCCCNC1CCN(c2ccc(C(=O)N3CCN(C(=O)OCC)CC3)cc2)CC1	-10	-14	2
COc1ccc(S(=O)(=O)N2CCOC2CNC(=O)C(=O)NCCc2ccccc2)cc1C (stereo not given)	2	/	-4
CC(C)(C)C1=NN(CC#N)C(=O)SC1	-4	/	3
CC(=O)CN1N=C(c2ccc(F)cc2)Cn2c1nc1c2c(=O)n(CC(C)=O)c(=O)n1C	-1	-8	9
CN1CCN(c2ccc(-c3cc(-c4ccccc4Oc4ccccc4)cnc3N)cc2)CC1	-5	-4	-1
COc1cccc(CN(C(=O)c2cc(=O)[nH]c3ccccc23)C2CC2)c1	-5	/	1
COc1ccc2c(C)c(CC(=O)N[C@@H]3C[C@@H](CO)N(C)C3)c(=O)oc2c1	-6	/	1
O=P(O)(O)C(Nc1ccc(F)cc1)c1cccs1 (stereo not given)	5	/	0
O=C(Nc1ccccc1Cn1cccn1)N1CCCC(N2CCCC2)C1 (stereo not given)	9	/	-2
O=C(NC12CC3CC(CC(C3)C1)C2)C1Cc2ccccc2S1 (stereo not given)	1	/	-2
Cc1ccc(-c2ccc(C(=O)N3CCC(CCC(=O)NC4CC4)CC3)cc2)o1	-9	-11	0
CCCN1C(=O)C(c2c(CC)[nH]n(-c3ccc(Cl)c(Cl)c3)c2=O)=C([n+]2cc(C)cc(C)c2)C1=O	-34	-17	-8
Cc1cn2c(n1)C(CNCC1=Cc3ccccc3OC1)CCC2 (stereo not given)	0	-4	7
O=[N+]([O-])c1cc(S(=O)(=O)Nc2ccc(SC(F)F)cc2)ccc1Cl	1	2	-3
CC(C)c1noc([C@@H]2CCCN2C(=O)[C@H]2CCCO2)n1	-12	-5	/
COc1ccc(C(=O)N(Cc2ccc(OC)c(OS(C)(=O)=O)c2)C(C)C)c(OC)c1	-7	-4	-11
C[C@]12C=CC(=O)C=C1CC[C@@H]1[C@@H]2C(=O)C[C@@]2(C)[C@H]1CC[C@]2(O)C(=O)CO	-8&3	-4	-2&-4

Structures from the list above that contain an aryl thioether with sulfur outside any ring, in the order listed:
SMILES	hcGAS lum	mcGAS inh	NPYLR7 ag
CC(C)n1c(SCc2nc3c(F)cccc3[nH]2)nnc1N(C)C	-3	/	6
O=[N+]([O-])c1cc(S(=O)(=O)Nc2ccc(SC(F)F)cc2)ccc1Cl	1	2	-3

(further entries)
SMILES	hcGAS lum	mcGAS inh	NPYLR7 ag
CCCNC(=O)N(Cc1nccn1Cc1ccccc1Cl)CC1CC1	-5	-4	2
Cc1cccc(-n2nc(C(=O)NC3CC4CCC3C4)nc2-c2ccccc2)c1 (stereo not given)	-2	-4	/
Cc1noc(Cl)c1CCC(=O)N1CCN(C2CCCC2O)CC1 (stereo not given)	-9	-17	-1
Cc1ccc(NC(=O)CN2Cc3ccccc3CC2C(N)=O)cc1 (stereo not given)	-17	/	13
NC(=O)C1CCN(c2ncnc3sc4c(c23)CCCCC4)CC1	-4	/	9
O=C(Cc1cccs1)Nc1ccc2c(c1)CN(C1CCCc3ccccc31)C(=O)CO2 (stereo not given)	4	2	/
COc1ccc(NC(=O)c2c[nH]c3cc(F)cc(F)c3c2=O)cc1OC	-1	-2	0
COc1ccc(C)cc1-n1nnc(S(=O)(=O)c2ccc(C)cc2)c1C	-1	-8	-4
c1ccc(CNc2cc(-c3ccc4ncsc4c3)c3cc[nH]c3n2)nc1	-9	/	4
O=C(NCc1ccccn1)c1coc(CN(Cc2ccc(F)cc2)Cc2cccs2)n1	-3	0	2
COC(=O)C1=C(C(=O)OC)[C@](C#N)(c2ccccc2)O[C@]1(C#N)c1ccccc1	-6	/	7
CN(C(=O)Cc1ccccc1)c1c(F)cccc1C(=O)O	-1	-6	2
CNC(=O)[C@@]1(OCc2cccc(F)c2)CC(OCc2cccc(OC(F)(F)F)c2)[C@H](O)[C@H](O)C1 (stereo not given in full)	4	0	5
CC(=O)Oc1c(-c2ccc(NC(=O)c3cccc(C)c3)cc2)c(-c2ccc(F)cc2)nn1-c1ccccc1C	-1	-4	-2
CSc1nc(C(=O)N2CCc3c(cnc(C)c3CNC(=O)/C=C/c3cccs3)C2)cs1	-11	-12	18
OCC1(CCOc2ccccc2)CCCN(Cc2cc3c(cc2Cl)OCO3)C1 (stereo not given)	-1	/	8
CCCCn1nnnc1NCc1ccc(OCC)cc1	-8	/	0
CCCn1c(=O)cc(C(C)C)c2ccc(OCC(=O)NCC3CC3)cc21	-6	/	2
COC(=O)c1ccc(-c2nccn2C(Cc2ccco2)C(=O)O)cc1 (stereo not given)	-1	/	3
Cc1cc(F)ccc1NC(=O)CN[C@@H]1C[C@H]2CC[C@@H]1C2	-8	-11	/
CC(C)(C)C(NCCO)c1ccc(F)cc1 (stereo not given)	7	-4	1
O=C1C=C(NNc2nc3ccccc3s2)CC1	-40	-18	4
Cc1cccc(C(=O)N(Cc2cc(N)ccc2N(C)C)CC(C)C)c1	-5	-8	-1
Cc1cc(C)cc(NC(=O)C(Sc2nncn2C)c2ccccc2)c1 (stereo not given)	-1	/	3
O=C(CSc1nc(=O)n(Cc2cccnc2)c2c1CCCC2)Nc1ccccc1[N+](=O)[O-]	-7	-11	-5

Structures above that contain a nitro group on carbon (4):
SMILES	hcGAS lum	mcGAS inh	NPYLR7 ag
COc1cccc(NC(=S)NNC(=O)CCn2cc([N+](=O)[O-])cn2)c1	-2	/	-1
Cc1nc(-c2ccccc2)nc(N2CCN(C(=O)c3ccc(Cl)cc3)CC2)c1Cc1ccc([N+](=O)[O-])cc1	-10	-8	/
O=[N+]([O-])c1cc(S(=O)(=O)Nc2ccc(SC(F)F)cc2)ccc1Cl	1	2	-3
O=C(CSc1nc(=O)n(Cc2cccnc2)c2c1CCCC2)Nc1ccccc1[N+](=O)[O-]	-7	-11	-5

Carrying on.
SMILES	hcGAS lum	mcGAS inh	NPYLR7 ag
CCc1ccccc1NC(=O)Cn1c(=O)n(Cc2ccccc2)c(=O)c2c1c1cc(OC)ccc1n2C	-4	-8	-10
COC(=O)C(CCSC)NC(=O)c1ccc(OC2CCN(C(C)=O)CC2)c(OC)c1 (stereo not given)	4	/	1
CCN(CC)C(=O)CSc1c(C(C)C)cnc2c1c(=O)n(C)c(=O)n2C	-4	-7	4
COCCNC(=O)c1coc(CN(CCc2c[nH]c3ccccc23)Cc2ccccc2Cl)n1	-4	-5	18
COC(=O)c1c(C)[nH]c(-c2csc(-c3cccc(OC)c3)n2)c1C	-10	-15	-2
O=C(Nc1ccc2c(c1)OCCO2)c1ccc(Cl)cc1Cl	1	/	-6
Cc1[nH]c(=O)c(C#N)c(C)c1CCC(=O)N(C1CC1)C1CCc2ccccc21 (stereo not given)	-9	-16	12
CCC1(CNCc2ncc[nH]2)CCCC1	-7	/	10
Cc1nn(-c2ccc(F)cc2)c(C)c1C(=O)N1CCC2(CCCO2)CC1	-4	-9	6
CCOC(=O)c1sc2nc(CNCCCOC)[nH]c(=O)c2c1C	-3	-4	17
COc1cc(NC(=O)CNCc2cc(F)ccc2F)ccc1Cl	-3	-16	-3
NC1=NC(c2cn[nH]c2-c2ccccc2)n2c(nc3ccccc32)N1 (stereo not given)	8	/	5
COc1cc(OC)nc(/C=C/c2ccccc2)n1	-2	/	-3
CCOCc1nc(C(C)n2nc(C)cc2C)n(C2CCN(C)CC2)n1 (stereo not given)	-6	-5	/
CC(C)(C)C1CCC(OC(=O)CN2CCCCC2)CC1 (stereo not given)	-7	-5	/
C=C(C)Cn1c(=O)c2c(nc3n(-c4ccc(CC)cc4)c(C)cn23)n(C)c1=O	1	-2	2
COc1ccc(CCN(C)c2nc(SCc3ccc(C(=O)NC4CC4)cc3)nc(C)c2C)cc1OC	-4	-5	7
COCCN=c1scc(-c2ccc(OC)cc2OC)n1N=Cc1cc(Br)ccc1O	-4	-3	14
Cc1cc(C)cc(Nc2cc(C)nc(-n3nc(C)cc3C)n2)c1	-8	-9	3
Cc1nc(N2C[C@@H]3[C@H](C2)[C@H]2CC[C@@H]3O2)c2c(C)noc2n1	-4	/	12
COC(=O)/C(=C1\OC(=O)C(c2ccccc2)=C1O)c1ccccc1	6	6	-9
Cc1ccc(C(=O)NC2CCN(CC(=O)N(C)CCC#N)CC2)o1	-7	/	6
CCc1[nH]c2c(CNC(=O)CCn3cnnc3)cc(C)cc2c1C	-3	-13	7
CC(C)CNC(=O)c1ccc(CSc2nc(-c3ccccc3)cc(N3CCN(Cc4ccc5c(c4)OCO5)CC3)n2)o1	-13	-6	13
CCOC(=O)N1CC(=O)N(Cc2ccccc2)CC(O)C1 (stereo not given)	1	-6	25
Next section.
SMILES	hcGAS lum	mcGAS inh	NPYLR7 ag
Cc1ccc(OCCC(=O)NC2CCN(C(=O)c3ccco3)CC2)cc1C	-17	/	-3
Cc1ccc(CNC(=O)c2c(O)nc3cc(C)ccn3c2=O)cc1	-5	-5	-2
O=C1CC(N(C(=O)CCc2cc(F)ccc2F)C2CC2)C(=O)N1 (stereo not given)	-8	-17	15
Cc1nc2ccc(C(=O)N3CCCC(CO)(CCc4ccccc4)C3)cc2nc1C (stereo not given)	1	/	1
CC(C)c1nc(CN(C)C(=O)CN2CCCN(C)CC2)cs1	1	/	0
Cc1nonc1CN(C)C(=O)CC1C(=O)NCCN1C/C=C/c1ccccc1 (stereo not given)	-2&2	-4&-3	2&2
Cc1cccc(S(=O)(=O)Nc2cc(C(F)(F)F)ccc2N2CCCCC2)c1	-3	/	-4

Entries of single compounds as entered above. Order of values: hcGAS lum	mcGAS inh	NPYLR7 ag
Cc1ccc(CNC(=O)c2c(O)nc3cc(C)ccn3c2=O)cc1 reads -5	-5	-2
Cc1nonc1CN(C)C(=O)CC1C(=O)NCCN1C/C=C/c1ccccc1 (stereo not given) reads -2&2	-4&-3	2&2
Cc1nc2ccc(C(=O)N3CCCC(CO)(CCc4ccccc4)C3)cc2nc1C (stereo not given) reads 1	/	1

Rows were taken by chance; any-hit rate near 0.26%.
